# Assay outcomes: PubChem BioAssay, National Center for Advancing Translational Sciences (NCATS)
# A549 tox – counter-screen for Nrf2 inhibitors: cytotoxicity in A549 cells; A549 ARE-Fluc cells, CellTiter-Fluor viability, 18-24 h; Potency, µM (highest dose often 46 µM), for the others: at the highest dose activity change, negative = cytotoxicity, most hits filed as inhibitors; 0.16% of 390,000 active; AID 504648; also: potency is read from the fitted curve at half-maximal effect; % is scaled to controls: 0 for no effect and ±100 for the full control effect
#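 A549 ARE_Fluc cells in 5% FBS OPTI-MEM were exposed to compounds in concentration-response for 18-24 h at 37 deg C. Viability was read by CellTiter-Fluor fluorescence (Ex 405/Em 525) after 30 min, before the luciferase read.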
# Nrf2 activator – activates Nrf2 signaling; AREc32 ARE-luciferase reporter (MCF7-derived line), luminescence, 24 h; 0.31% of 410,000 active; Potency, µM (doses to about 46.1 µM), for inactives: at the highest dose activation, hits mostly activators; AID 624171; also: potency is read from the fitted curve at half-maximal effect; % of control where 0% means no effect; nearly all actives have a fitted effect of over 65% in size
#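 Cells of the AREc32 ARE-luciferase line are plated in OPTI-MEM containing 5% FBS and left overnight at 37 deg C. Compounds are pinned in, incubation continues 24 hr, and firefly luciferase signal is then measured.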
# EPAC2 ag – agonists of human EPAC2 (RAPGEF4). Q8WZA2. EPAC2 activation, biochemical qHTS; response scale: 100% = 6.5 mM cAMP response. Potency, µM (doses to about 154 µM), for the others: at the highest dose activation, actives largely listed as activators. 0.079% of 360,000 active. AID 720711; also: potency is read from the fitted curve at half-maximal effect; nearly all actives have a fitted effect of over 50% in size
# Target sequence (Q8WZA2 whole entry, looked up): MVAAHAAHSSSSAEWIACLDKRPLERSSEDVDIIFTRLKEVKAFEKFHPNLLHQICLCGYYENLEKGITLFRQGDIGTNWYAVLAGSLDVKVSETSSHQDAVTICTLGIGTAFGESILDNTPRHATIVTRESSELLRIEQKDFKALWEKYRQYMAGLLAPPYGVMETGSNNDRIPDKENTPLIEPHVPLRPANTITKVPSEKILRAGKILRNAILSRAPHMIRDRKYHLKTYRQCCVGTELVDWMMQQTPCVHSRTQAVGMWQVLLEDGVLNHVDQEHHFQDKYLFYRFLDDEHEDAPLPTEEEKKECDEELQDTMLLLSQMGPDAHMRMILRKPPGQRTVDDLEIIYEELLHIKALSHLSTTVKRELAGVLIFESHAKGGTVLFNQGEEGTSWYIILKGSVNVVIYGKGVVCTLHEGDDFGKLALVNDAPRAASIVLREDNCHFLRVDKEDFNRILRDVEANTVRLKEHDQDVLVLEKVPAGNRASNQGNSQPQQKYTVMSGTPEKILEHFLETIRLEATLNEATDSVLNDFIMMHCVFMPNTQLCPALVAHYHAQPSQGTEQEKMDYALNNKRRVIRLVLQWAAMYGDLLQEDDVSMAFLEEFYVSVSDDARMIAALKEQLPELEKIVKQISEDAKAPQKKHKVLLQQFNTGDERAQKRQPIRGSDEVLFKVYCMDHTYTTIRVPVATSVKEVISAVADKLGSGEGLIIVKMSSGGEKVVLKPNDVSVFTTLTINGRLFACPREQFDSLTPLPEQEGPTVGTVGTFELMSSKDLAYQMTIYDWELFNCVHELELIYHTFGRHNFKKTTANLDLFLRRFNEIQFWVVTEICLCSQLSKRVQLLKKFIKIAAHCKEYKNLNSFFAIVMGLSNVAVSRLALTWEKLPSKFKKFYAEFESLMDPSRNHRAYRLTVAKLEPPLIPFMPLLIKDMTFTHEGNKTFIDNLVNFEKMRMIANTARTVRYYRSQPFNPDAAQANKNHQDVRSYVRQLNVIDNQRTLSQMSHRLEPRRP
#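 EPAC2 (100 nM) mixed with Rap1B loaded with BODIPY-GDP (250 nM) plus 50 uM unlabeled GDP; compounds pinned in, 5 min RT, then read every 5 min for 30 min (ex 480, em 540 nm). Normalized to cAMP control.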
# HepG2 tox – counter-screen for TGF-b inhibitors: cytotoxicity in HepG2 cells. HepG2 CAGA-GFP viability, ATP luminescence, 18 h. Potency, µM (highest dose often 46.1 µM), inactives show top-dose activity change, negative = cytotoxicity, most hits filed as cytotoxic. 0.76% of 410,000 active. AID 588856; also: potency is read from the fitted curve at half-maximal effect; some results filed as inactive show a strong effect at the top dose
#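 CellTiter-Glo luminescence gave cytotoxicity after 18 hours at 37 degrees C. The cells were HepG2 CAGA-GFP in 1% FBS DMEM, stimulated with 500 pg/mL TGF-beta after compound addition. %Activity was normalised to no-cell wells (complete cell-killing) and DMSO (no toxicity), and curves were fitted and classified.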
# TGFb SMAD3 inh – inhibitors of TGF-b signaling; HepG2 CAGA-GFP TGF-b/SMAD3 reporter, GFP fluorescence, 18 h; TGF-beta stimulated, 500 pg/mL final; Potency, µM (doses to about 46.1 µM), inactives show top-dose activity, negative = inhibition, hits mostly inhibitors; 1.2% of 410,000 active; also: potency is read from the fitted curve at half-maximal effect; % is scaled to controls: 0 for no effect and ±100 for the full control effect; nearly all actives have a fitted effect of over 65% in size
#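 HEPG2 CAGA-GFP cells (1000/well, DMEM with 1% FBS) were pre-incubated 2 h at 37 degrees C, given compound by pin tool, then stimulated with TGF-beta at 500 pg/mL final for 18 h before per-cell GFP fluorescence imaging.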
# Nrf2 block – blocks Nrf2 signaling; A549 ARE-Fluc reporter, luciferase luminescence, 18-24 h; Potency, µM (titrated, usually from 46 µM), for the others: top-dose activity change, negative = inhibition, usual class: inhibitors; 2.1% of 360,000 active; AID 504444; also: potency is read from the fitted curve at half-maximal effect; % is scaled to controls: 0 for no effect and ±100 for the full control effect; nearly all actives have a fitted effect of over 60% in size
#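 Nrf2 activity is the BugLite luminescence, read 15 min after reagent at room temperature, following CellTiter-Fluor cytotoxicity readout (30 min, 37C). Compound titrations were applied for 18-24 h to 5000 A549 ARE_Fluc cells/well in 5% FBS OPTI-MEM.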
# ATXN2 expr inh – ATXN2 expression inhibition. HEK-293 ATXN2-luciferase reporter, luminescence, 24 h. Potency, µM (highest dose often 57 µM), for inactives: at the top dose activity change, negative = inhibition, most hits filed as inhibitors. 0.72% of 360,000 active; also: potency is read from the fitted curve at half-maximal effect; % is scaled to controls: 0 for no effect and ±100 for the full control effect; nearly all actives have a fitted effect of over 55% in size
#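 qHTS (up to 57 uM final) was run with 24 h compound exposure of reporter cells at 37 °C. Each well was multiplexed: SteadyGlo luminescence measured ATXN2-luciferase expression after a fluorogenic Gly-Phe-AFC viability readout (25 uM final).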
# IL-2 act – activates IL-2 in a cell-based reporter assay; 0.065% of 360,000 active; AID 652025; IL-2 activation reporter assay, cell-based qHTS; stimulated with anti-CD3/CD4/CD28 beads; in transgenic mouse T cells; activation, % (series mostly up to about 46 µM); in the data active = activation above about 50%; inconclusive = mostly about 30% to 49%; also: 0% is about no effect
#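 Quantitative HTS in unstimulated transgenic mouse T cells, with memory T cells as non-tolerant control and PMA/ionomycin as tolerance-bypass control. Compound pretreatment lasted 60 minutes before 18 h bead stimulation; EGFP/DsRed fluorescence read.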
# ATXN viability – viability counter-screen for ATXN expression inhibitors. S2 cells (HEK-293 line with an ATXN2-luciferase reporter) viability, CellTiter-Fluor protease fluorescence, 24 h. Potency, µM (titrated, usually from 56.7 µM), most hits filed as cytotoxic. 0.49% of 400,000 active; also: potency is read from the fitted curve at half-maximal effect; nearly all actives have a fitted effect of over 40% in size
# The depositor's hits bear a star; i = inactive; ? = inconclusive; nt = no result given; [ ] = dose if it differs, or a comment. Unless noted, calls follow the shape of the dose curve; as a rule, active = well fitted curve in the direction sought with a large enough effect; inconclusive = small, poorly fitted or top-dose-only effect, or another doubt; inactive = no such curve, though single readings can be large; an effect the other way counts as inactive or inconclusive.
cpd	molecule	Nrf2 activator	A549 tox	Nrf2 block	IL-2 act	TGFb SMAD3 inh	HepG2 tox	ATXN viability	EPAC2 ag	ATXN2 expr inh
1	CC(C)CNC(=O)COC(=O)c1ccc(F)cc1Cl	-0.6%	1%	?	0.4	4%	7%	i	0%	5%
2	COc1ccc2c(=O)c3c(=O)n(Cc4ccco4)c(-c4cc(OC)c(OC)c(OC)c4)nc3oc2c1	3.2%	-17%	-3%	-0.3	16%	-12%	i	8%	-21%
3	COc1ccc(CCn2c(-c3ccc(Cl)cc3)n[nH]c2=S)cc1OC	-0.7%	-6%	-1%	-0.3	1%	-3%	i	0%	0%
4	O=C(CCNc1ccc(F)cc1)c1cc2ccccc2o1	?	-7%	-14%	-1.1	?	2%	i	-3%	15%
5	CCCCn1c(=O)[nH]c(=O)c2c1ncn2Cc1ccco1	0.6%	-2%	nt	-3.6	-5%	1%	i	1%	2%
6	O=C(NNC(=S)Nc1ccc(Br)cc1)c1ccc(N2CCOCC2)c([N+](=O)[O-])c1	3.7%	-8%	4%	0.6	?	-26%	i	3%	-7%
7	COCc1[nH]c(=S)c(C#N)cc1C(=O)OC	3.4%	9%	5%	-3.1	15%	28%	i	10%	-11%
8	COc1ccc(-c2n[nH]c(=S)n2-c2ccc(C)cc2)cc1OC	0.5%	1%	1%	-1.3	8%	9%	i	-9%	0%
9	Nc1c(C(=O)CSc2nnc(Nc3ccc(F)cc3)s2)c(=O)[nH]c(=O)n1C1CC1	0.4%	-8%	-12%	-0.6	-24%	-18%	nt	1%	nt
10	COC(=O)c1ccc(Oc2cc(C)nc(Cl)n2)cc1	-0.7%	30%	12%	1.0	33%	12%	i	13%	nt
11	CCOC(=O)c1c(-c2ccc(C)cc2)csc1NC(=O)c1cc(-c2ccc(Cl)cc2)on1	0.3%	-1%	11%	nt	5%	-5%	i	nt	3%
12	CCOc1ccc(CC(=O)Nc2ccc(S(=O)(=O)N3CCCC3)cc2)cc1	0.0%	-10%	?	-1.3	-7%	11%	i	1%	-5%
13	CC(C)C(C(=O)O)N1C(=O)/C(=C/c2cccn2C)SC1=S (configuration not stated)	0.0%	-7%	?	-1.8	19%	4%	?	2%	11%
14	Cc1ccc(NS(=O)(=O)c2cc(NC(=O)c3ccc4c(c3)NC(=O)CS4)ccc2C)c(C)c1	3.3%	?	18µM*	1.0	?	-3%	?	5%	?
15	CC1=C(C(=O)Nc2cccc(C(F)(F)F)c2)C2(CCCCC2)OC1=O	4.9%	-10%	-10%	nt	nt	-6%	nt	nt	nt
16	CCOC(=O)CSc1nnc(C)c(C)n1	-0.4%	-2%	13%	-0.2	4%	0%	i	16%	11%
17	COc1ccc2c(c1)c1c(c(=O)n(-c3ccccc3C)c(=O)n1C)n2C	0.4%	-7%	4%	nt	12%	6%	i	nt	-2%
18	COc1ccccc1N1CCN(C(=O)C(=O)c2c(C)[nH]c3ccccc23)CC1	-0.4%	-5%	-6%	0.4	-1%	-34%	i	11%	nt
19	Cc1cccc(NC(=O)CSc2nc3ccccc3nc2N2CCCC2)c1	-1.2%	-1%	0%	-1.7	0%	-18%	i	3%	8%
20	CCOc1ccc(-c2nc(Cn3c(=O)cc(C)c4c(C)nn(-c5ccc(C)cc5)c43)c(C)o2)cc1	0.7%	2%	?	nt	-12%	5%	i	nt	11%
21	O=C(CCNC(=O)c1ccco1)Nc1ccccc1OC(F)F	-0.1%	-9%	-18%	0.1	3%	9%	i	8%	9%
22	COc1cccc(NC(C)=[N+](C)CCNS(=O)(=O)c2ccc(Cl)cc2)c1	0.0%	6%	?	-3.9	-25%	-1%	i	12%	-17%
23	COCCNC(=O)CN1CCN(Cc2cccc(Cl)c2)C1=O	-0.1%	0%	17%	-3.2	?	-11%	i	0%	-2%
24	C/C(=N\NC(=O)c1ccoc1C)c1ccc(Cl)s1	4.3%	1%	16%	0.6	5%	4%	i	5%	30%
25	CCOc1ccc(S(=O)(=O)N2CCC(C(=O)NCc3cccnc3)CC2)cc1Cl	0.6%	3%	-9%	1.2	-4%	4%	i	-1%	-12%
26	CCOC(=O)C(=O)c1cn(C2OCC(OC(C)=O)C(OC(C)=O)C2OC(C)=O)c2ccccc12 (configuration not stated)	-1.1%	7%	6%	1.3	1%	-1%	i	-5%	-9%
27	CCc1ccc(OCC(=O)NCc2ccco2)c(Br)c1	9.5%	3%	?	3.3	-4%	-7%	i	12%	49%[activator]
28	O=C(NC1CCCCCC1)c1ccc(Cl)c(S(=O)(=O)N2CCOCC2)c1	-0.2%	1%	-11%	0.3	8%	1%	i	12%	15%
29	CCCn1c(C(O)c2ccc(C)cc2)nc2ccccc21 (configuration not stated)	1.0%	-7%	0%	-0.1	?	-7%	i	-2%	nt
30	CCCCNC(=O)c1onc(CSc2ccccc2C)c1C(=O)O	-1.2%	-4%	12%	-0.1	-33%	-13%	i	4%	148%[activator]
31	Cc1cc(Cl)c2oc(C(=O)N(C)CC3CCOCC3)c(C)c2c1	3.2%	-1%	0%	-1.0	-5%	-20%	i	4%	12%
32	COc1cccc(NC(=O)NCCC2=CCCCC2)c1	4.9%	4%	16%	-3.0	-2%	-1%	i	6%	nt
33	COc1ccc2nc(C)cc(SCC(=O)N/N=C/c3cccc4ccccc34)c2c1	0.1%	23µM*	16µM*	-0.8	-1%	-12%	nt	-2%	?
34	COc1ccc(NC(=O)c2ccc(Cl)c(S(=O)(=O)N3CCc4ccccc4C3)c2)cn1	-0.7%	-11%	?	1.2	-21%	-2%	i	7%	-18%
35	Cc1cc(NC(=O)CSc2nnc3c(C)cc4c(C)ccc(C)c4n23)no1	-0.5%	-14%[1.84 µM]	-11%	-1.5	0%	1%	?	3%	-16%
36	CCOC(=O)C1C(=O)NC(C(=O)OCC)(C(=O)OCC)C1CC (configuration not stated)	-0.3%	1%	0%	0.2	6%	8%	i	1%	3%
37	Cc1ccc(S(=O)(=O)NC(=O)c2ccc(Br)o2)cc1	-1.0%	-2%	-2%	-0.9	5%	0%	i	7%	7%
38	COc1ccc(C(=O)Nc2ccccc2C(=O)NCCCn2ccnc2)cc1	0.7%	-6%	nt	-0.1	?	-17%	i	-9%	21%
39	COc1cc(NC(=O)C2CCN(C(=O)c3sc4nc[nH]c(=O)c4c3C)CC2)cc(OC)c1OC	0.8%	-5%	nt	nt	?	-7%	nt	nt	nt
40	Cc1ccc(NC(=O)c2cccn2-c2nnc(N3CCCCC3)s2)cc1Cl	6.4%	-6%	-14%	nt	?	-33%	nt	nt	nt
41	CCCCCOc1ccc(NC(=O)Cn2c(-c3nonc3N)nc3ccccc32)cc1	0.8%	4%	nt	nt	1%	-13%	i	nt	2%
42	Cc1cccc(N2CCCn3c2nc2c3c(=O)[nH]c(=O)n2C)c1	0.4%	6%	0%	0.4	-20%	-23%	i	9%	-9%
43	CS(=O)(=O)N(CC(=O)Nc1ccc(S(=O)(=O)N2CCOCC2)cc1)c1cccc(F)c1	1.1%	?	?	0.0	-7%	-9%	i	11%	-24%
44	O=C(CCn1cnc2ccccc21)N=Nc1c(O)[nH]c2ccccc12	0.0%	0%	-10%	-1.3	5%	0%	i	3%	6%
45	Cc1cc(Nc2ccc(Br)cc2)nc(C)n1	8.2%	11%	2%	nt	-1%	-20%	i	nt	23%
46	COC(=O)Cc1cc(=O)[nH]c(Nc2nc3ccccc3o2)n1	?	-2%	27%	-0.8	-16%	-47%	i	0%	11%
47	Cc1sc2nc(CSC(C)C(=O)N(C)CC(=O)Nc3ccccc3C(F)(F)F)[nH]c(=O)c2c1C (configuration not stated)	-0.4%	-2%	-20%	-0.3	-20%	0%	i	14%	-3%
48	COc1ccccc1NC(=O)c1c(C)oc2c1CCCC2	3.0%	1%	7%	-0.8	-2%	-2%	i	16%	9%
49	COc1ccc(C)c2sc(N(CCCN(C)C)C(=O)c3ccc(S(=O)(=O)N(C)C)cc3)nc12	5.8%	-1%	2%	1.1	-8%	-32%	?	1%	-24%
50	O=C(NC1CCCC1)c1ccc(CSc2nc3ccncc3n2Cc2ccccc2F)cc1	7.9%	-1%	-8%	nt	?	-3%	i	nt	5%
51	CCC(CC)c1nnc(NS(=O)(=O)Cc2ccccc2)s1	0.2%	-4%	nt	0.1	-3%	5%	i	4%	1%
52	COc1ccccc1CN1C[C@@H]2C[C@@H](c3[nH]c4ccc(C)cc4c3C)N3CCC[C@@]23C1=O	6.3%	-9%	7%	-1.4	?	-27%	i	-8%	-17%
53	O=C(Nc1nnc(Cc2ccccc2)s1)c1ccco1	25%	-3%	?	3.6	-12%	-14%	i	3%	27%
54	O=C(CNc1cc(S(=O)(=O)N2CCOCC2)ccc1NCC1CCCO1)Nc1ccc(C(F)(F)F)cc1 (configuration not stated)	-0.2%	1%	-4%	-4.7	-13%	-5%	i	7%	3%
55	CCCCn1nnnc1C(c1ccccc1)N1CCN(c2ccccn2)CC1 (configuration not stated)	-1.3%	nt	nt	-0.2	nt	nt	i	12%	8%
56	O=C(Nc1ccc(F)cc1F)c1ccc2c(=O)n3c(nc2c1)CCC3	-0.6%	-3%	?	-2.0	0%	-15%	i	-8%	-4%
